PglD DTNB: blocks C. jejuni PglD acetyltransferase activity. purified PglD enzyme, DTNB colorimetric CoA detection. inhibition, % at 12.5 µM. 360,000 tested, 0.098% active. AID 602405; in the data active means inhibition above about 16%, passing the limit was not always enough; further: strong numbers were not always called active
ERAP1 HTS inh: ERAP1 (human) enzyme inhibition. Q9NZ08. recombinant ERAP1, Leu-AMC fluorescence, 60 min. inhibition, % at 10.7 µM. 340,000 tested, 0.15% active. AID 652197;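 active means mean replicate inhibition of at least 30%, or all replicates individually reaching that 30% level; inactive means mean below 30% and not every replicate reaching it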;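 further: 0% = neutral control wells and 100% = L-leucinethiol positive control wells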
Target sequence (Q9NZ08 whole entry, looked up): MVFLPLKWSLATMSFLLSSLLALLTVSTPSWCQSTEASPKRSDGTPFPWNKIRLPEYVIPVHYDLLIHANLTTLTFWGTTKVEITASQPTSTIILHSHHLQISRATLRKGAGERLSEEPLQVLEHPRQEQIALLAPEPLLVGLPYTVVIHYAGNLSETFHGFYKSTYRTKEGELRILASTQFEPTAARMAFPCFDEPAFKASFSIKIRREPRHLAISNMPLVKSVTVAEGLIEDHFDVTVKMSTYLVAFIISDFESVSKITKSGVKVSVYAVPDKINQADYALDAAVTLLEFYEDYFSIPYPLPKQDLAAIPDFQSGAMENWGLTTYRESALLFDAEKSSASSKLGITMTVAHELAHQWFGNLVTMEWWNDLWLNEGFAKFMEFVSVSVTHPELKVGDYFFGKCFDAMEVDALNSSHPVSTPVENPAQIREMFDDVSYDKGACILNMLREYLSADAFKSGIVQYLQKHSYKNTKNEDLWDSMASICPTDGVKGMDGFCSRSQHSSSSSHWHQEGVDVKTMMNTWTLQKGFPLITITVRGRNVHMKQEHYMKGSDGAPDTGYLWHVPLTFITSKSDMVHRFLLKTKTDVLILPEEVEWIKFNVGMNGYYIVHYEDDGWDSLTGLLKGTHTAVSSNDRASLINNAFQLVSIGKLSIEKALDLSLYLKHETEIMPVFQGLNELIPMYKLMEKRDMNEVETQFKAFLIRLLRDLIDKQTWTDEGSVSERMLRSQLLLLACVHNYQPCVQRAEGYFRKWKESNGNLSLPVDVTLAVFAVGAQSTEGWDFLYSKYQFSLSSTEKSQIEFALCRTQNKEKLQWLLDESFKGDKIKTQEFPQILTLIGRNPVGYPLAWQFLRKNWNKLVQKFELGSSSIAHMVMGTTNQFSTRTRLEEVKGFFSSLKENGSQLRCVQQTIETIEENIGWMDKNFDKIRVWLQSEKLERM
LGR2 inh: inhibitors of bursicon-induced Drosophila LGR2 receptor cAMP signaling. 380,000 tested, 0.35% active. inhibition, % at 9.99 µM. AID 720647. HEK293 LGR2, CRE-luciferase, bursicon-stimulated, 4 h;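 active means drop in luminescence signal, shown as inhibition above about 50% in the replicate tests, limit read from the data, passing the limit was not always enough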;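 further: agonist challenge used bursicon conditioned medium at about half maximal strength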
PGC1a acetyl inh: lowers PGC1a acetylation signal in U2OS cells | AlphaScreen anti-acetyl-lysine; with virally co-expressed GCN5 acetyltransferase | inhibition, % at 15.6 µM | 350,000 tested, 0.17% active | AID 651687;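 active means every replicate shows inhibition of at least 40%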;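 further: 0% = neutral control wells and 100% = positive control wells; some results beyond the cut were filed as inactive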
EWS-Fli inh: EWS/Fli transcriptional activity inhibition; A673 NR0B1-luciferase reporter, viability-normalised; inhibition, % at 12.6 µM; 350,000 tested, 0.67% active;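 active means mean inhibition of at least 50% after viability correction, with every replicate also passing that limit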;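 further: firefly luciferase signal divided by Alamar Blue viability fluorescence both relative to DMSO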
S100A4 MyoIIA: blocks human S100A4 binding to myosin IIA peptide | P26447 | S100A4/TAMRA-MyoIIA peptide fluorescence polarization | inhibition, % at 10.7 µM | 360,000 tested, 0.14% active | AID 652163;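 active means mean inhibition of at least 70% across replicates, with every replicate also reaching that level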
Target sequence (P26447 whole entry, looked up): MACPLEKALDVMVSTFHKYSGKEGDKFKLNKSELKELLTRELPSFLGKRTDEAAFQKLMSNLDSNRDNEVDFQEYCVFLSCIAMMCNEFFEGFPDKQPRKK
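Material: human S100A4 monomer with TAMRA-labelled myosin IIA peptide; buffer or medium: HEPES pH 7.2 with CaCl2, KCl, NaCl, DTT, Triton; compound dosing: one concentration per compound; schedule: 5 min incubation before reading; benchmarks: neutral control DMSO, positive control TFP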
FN deposition inh: fibronectin deposition inhibition. AH1F fibroblasts, Alexa488-fibronectin deposition fluorescence, overnight. inhibition, % at 12.6 µM. 350,000 tested, 0.086% active;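 active means mean inhibition across replicates of 30% or more, regardless of how many single replicates reach that level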;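 further: positive control wells lacked labelled fibronectin entirely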
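test system = AH1F fibroblasts assembling fluorescent fibronectin matrix | quantity = 10000 AH1F cells per well | buffer or medium = DMEM plus 2% serum, read in PBS | doses = single dose, pinned | incubation = 1 h cell attachment, overnight exposure to compound and label | detection = fluorescence at 485 nm excitation, 525 nm emission | read-out basis = inhibition from reduced deposited-fibronectin fluorescence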
PAX8 inh HTS: lowers PAX8-driven luciferase in RMG-I cells; RMG-I TPO-luciferase reporter, SteadyGlo, 24 h; AID 652154; inhibition, % at 12.6 µM; 360,000 tested, 1.2% active;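 active means mean replicate inhibition at least 60% with every replicate also reaching 60%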;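 further: luciferase light reporting Pax8 driven TPO promoter activity; plate controls were median of neutral control wells for no effect and mitoxantrone controls for full effect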
* marks the source's active call; other numbers are inactive results; . = not tested or not shown.

SMILES	PglD DTNB	ERAP1 HTS inh	LGR2 inh	PGC1a acetyl inh	EWS-Fli inh	S100A4 MyoIIA	FN deposition inh	PAX8 inh HTS
CCOc1ccc(S(=O)(=O)N2CCCCC2)cc1NC(=O)CCc1ccc(OC)cc1	3	-1	22	-9	1	-1	2	-12
Cc1ccnc2ccc(-c3nc4ccccc4o3)cc12	1	.	.	9	.	.	-2	-232
COc1ccc(OC)c(S(=O)(=O)Nc2ccc(-c3ccc4nncn4n3)cc2)c1	.	1	18	.	34	1	-5	30
COc1ccccc1-c1ccc([C@H]2[C@@H](CO)N(C(=O)C3CC3)[C@H]2C#N)cc1	6	1	8	-5	-6	1	0	-9
CC(=O)N1CCc2cc(S(=O)(=O)CCC(=O)NCc3cccs3)ccc21	0	-7	-11	0	.	0	-1	-4
CCOc1cnn(-c2ccccc2)c(=O)c1Cl	.	2	-5	.	-8	-2	1	-8
CN1CCN(S(=O)(=O)c2cccc([N+](=O)[O-])c2)CC1	-1	5	-4	-13	-22	-13	.	.
CCN(Cc1nc2cc(Cl)ccc2c(=O)[nH]1)C(=O)COc1ccccc1Cc1ccccc1	6	0	-7	-8	11	-2	.	-19
CN(C)c1ccc(NC(=O)N2CCOCC2)cc1	3	.	.	-1	.	.	0	-39
COc1ccc(CNS(=O)(=O)c2cc3c4c(c2)CCN4C(=O)CC3)cc1	.	-2	6	.	1	-5	2	-6
Nc1[nH]n2c(=O)cc(-c3ccccc3)nc2c1N=Nc1ccc(S(N)(=O)=O)cc1	.	2	-2	5	-10	1	-5	-8
COc1cccc2c1OCC(C(=O)Nc1nccs1)=C2	-4	-3	-66	-1	-44	-7	-1	-72
N#CCCN(C(=O)CSc1nc2nc(-c3cccs3)cc(C(F)(F)F)c2c(=O)[nH]1)c1ccccc1	5	.	-11	3	-10	2	3	-11
CC(C)NC(=O)N(C)C[C@H]1OCCCC[C@@H](C)Oc2ccc(NC(=O)c3ccccc3)cc2C(=O)N([C@H](C)CO)C[C@@H]1C	-1	0	-10	-3	.	-8	.	2
Cc1ccc(C(=O)O/N=C(\N)c2ccccn2)c(Cl)c1	-20	0	103*	.	86*	2	0	105*
Cc1c(N=Cc2c(O)n(Cc3ccco3)c(=O)c3ccccc23)c(=O)n(-c2ccccc2)n1C	.	2	3	4	8	-1	.	.
N#Cc1ccc(NC(=O)NN2CCCCCC2)cc1	-6	1	-5	-11	-17	1	2	6
CCOCCCNC(=O)CN1C(=O)/C(=C\c2ccc(C)cc2)Sc2ccccc21	-6	0	3	8	-13	-9	5	-4
O=C1CN(C(=O)COc2ccc(F)cc2Cl)c2ccccc2N1	3	.	-2	1	-1	6	-3	7
C[C@@H]1CN([C@H](C)CO)C(=O)Cc2cc(NC(=O)Cc3ccccc3)ccc2O[C@@H]1CN(C)S(=O)(=O)c1cn(C)cn1	-2	.	6	-3	4	.	.	-2
CN(C)C(CNC(=O)CCCN1C(=O)c2cccc3cccc(c23)C1=O)c1ccccc1 (stereo unspecified)	-5	3	-8	.	-13	2	-3	-8
COc1ccc(OCCN2C(=O)c3cccc(N)c3C2=O)cc1	5	2	-25	-13	-108	7	-15	-148
O=C(COC(=O)CSc1ccc(Cl)cc1)Nc1ccccc1	-1	0	6	6	-6	-7	19	1
C/C=C/c1cccc(-c2nc(C(=O)NCc3ccncc3)cc3c2[C@H](CCO)N([S@@](=O)C(C)(C)C)C3)c1	5	-1	25	6	10	-11	4	-9
O=C(O)c1ccc(Cl)c(S(=O)(=O)Nc2ccc3[nH]c(=O)[nH]c3c2)c1	.	0	34	4	-5	0	4	3
O=C1C(c2cc(=O)c3ccccc3[nH]2)=C(O)c2ccccc21	-9	.	-39	-4	.	.	-6	-83
Cc1ccc2oc(=O)n(Cc3ccccc3)c2c1	2	-1	-1	.	-3	-2	-11	6
CC1CCCCN1C(=O)COC(=O)c1cc(-c2cccs2)nn1-c1ccccc1 (stereo unspecified)	2	0	10	0	0	4	-4	-4
Cc1csc(=O)n1CCC(=O)OC(C)C(=O)NCc1ccccc1 (stereo unspecified)	0	1	-12	11	8	-1	-4	.
Cc1ccnc2nc(C(=O)OCC(=O)Nc3ccc4c(c3)OCCO4)nn12	-6	5	7	-9	-5	-16	8	-19
COc1cccc(NC(=O)c2cnn(-c3ccccc3)c2C)c1	9	1	-14	.	-2	-16	2	-30
COC(=O)Cc1ccc(NC(=S)NC2CC2)cc1	.	4	3	-2	8	-1	3	-1
COc1cccc(N2CCN(c3nc(C)cc(=O)[nH]3)CC2)c1	2	-1	-4	11	-4	2	4	8
N#Cc1ccccc1OCC(=O)N1N=C(c2cccs2)CC1c1ccco1 (stereo unspecified)	-2	-3	-35	-1	-28	-3	-2	-22
O=C(Nc1ccccc1C(F)(F)F)c1ccccc1Br	-3	3	19	4	2	3	0	7
COc1ccc(NC(=O)CSc2nnc3ccc(-c4cccnc4)nn23)cc1OC	-6	5	-6	.	-1	-1	3	15
CNC(=S)N(Cc1cccs1)Cc1cc2cc(OC)ccc2[nH]c1=O	3	.	1	9	.	.	5	10
Nc1nc2ccccc2n1C(=O)c1ccccc1	.	-5	33	.	61*	3	1	6
CCCNC(=O)[C@H]1[C@H](CO)[C@H]2Cn3c(ccc(C4=CCCC4)c3=O)[C@H]2N1C(=O)CC1CC1	1	1	4	.	-10	4	.	.
COc1ccc(NC(=O)N2C[C@H](O)COC[C@@H]3O[C@@H](CC(=O)NC4Cc5ccccc5C4)CC[C@H]32)cc1	-2	0	-7	-6	-10	4	1	6
COCc1cn(CC[C@@H]2CC[C@H](NC(=O)Cc3cccnc3)[C@@H](CO)O2)nn1	2	2	25	-3	-1	-1	15	-1
Cc1ccc(/C=N/NC(=O)CSc2nnc(-c3ccccc3)n2-c2ccc(Cl)cc2)o1	.	2	33	.	-8	-1	-1	-5
COc1ccc(C#Cc2ccc3c(c2)O[C@H](CN(C)C(C)=O)[C@H](C)CN([C@H](C)CO)S3(=O)=O)cc1	-2	2	6	-4	23	-2	-9	.
CC(Oc1cccc(Cl)c1)C(=O)Nc1cc(Cl)ccc1N1CCOCC1 (stereo unspecified)	7	0	4	-9	21	-9	5	.
CN(C)Cc1c(C(=O)N/N=C/c2cccnc2)nnn1-c1nonc1N	2	1	0	.	.	2	3	-13
CC1(C(=O)NS(=O)(=O)c2ccc(C#N)cc2)CCN1C(=O)C1CCCCC1 (stereo unspecified)	3	7	17	3	-8	1	0	-8
COCCNC(=S)N(CCc1c(C)[nH]c2ccc(F)cc12)Cc1cccs1	.	-1	-2	.	-3	-3	-3	15
CCCNc1nc(Nc2ccc(C)c(Cl)c2)c2cnn(C)c2n1	-4	2	-4	-3	9	-2	.	17
O=C(C1CC1)N1CCN(c2ccnc3cc(Cl)ccc23)CC1	.	2	36	-11	-9	9	0	-18
CCC(=O)N(C)C[C@H]1Oc2cc(C#Cc3cccnc3)ccc2S(=O)(=O)N([C@H](C)CO)C[C@@H]1C	0	-1	5	34	-19	5	.	-4
COc1ccc(CCCNC(=O)C2(C)Cc3c(-c4cccc(C(N)=O)c4)ccnc3O2)cc1 (stereo unspecified)	0	4	-12	1	4	-4	2	1
C[C@@H]1CN([C@@H](C)CO)C(=O)c2cc(-c3ccncc3)cnc2O[C@@H]1CN(C)C(=O)C1CCOCC1	-3	2	14	0	-5	10	-7	.
CC(C)(C)c1csc(NC(=O)c2ccccc2O)n1	3	-2	-51	-13	-101	2	-14	-2
CCC(=O)N1c2ccccc2NC2=C(C(=O)CCC2)C1c1ccc(N(C)C)cc1 (stereo unspecified)	-4	.	.	-4	.	.	-3	-22
CN(CCO)c1cnccn1	.	4	-4	.	-15	2	-8	7
C[C@@H]1CCCCO[C@@H](CN(C)C(=O)Nc2ccc(F)cc2)[C@@H](C)CN([C@H](C)CO)C(=O)c2cc(NC(=O)CCCCCC(=O)Nc3ccccc3N)ccc2O1	-1	-2	-9	5	-5	-5	6	9
COc1ccc(C(=O)Nn2c(C)nc3ccccc3c2=O)cc1OC	.	-5	8	.	-17	-2	5	-2
COc1ccc(C2(C)NC(=O)N(CC(=O)NCc3ccccc3)C2=O)cc1OC (stereo unspecified)	1	-3	1	-2	-5	34	2	-18
CC(=O)Cc1nsc(Nc2cccc(C)c2)n1	.	-2	-22	-4	-22	1	-10	3
CC(=O)N(C)C[C@@H]1Oc2cc(C#CC3CCCCC3)ccc2S(=O)(=O)N([C@H](C)CO)C[C@H]1C	4	1	-10	-4	11	77	0	.

LGR2 inh: what is marked active above
SMILES	PglD DTNB	ERAP1 HTS inh	LGR2 inh	PGC1a acetyl inh	S100A4 MyoIIA
Cc1ccc(C(=O)O/N=C(\N)c2ccccn2)c(Cl)c1	-20	0	103*	.	2

An excerpt from above, limited to PAX8 inh HTS and S100A4 MyoIIA:
structure | PAX8 inh HTS | S100A4 MyoIIA
CCC(=O)N1c2ccccc2NC2=C(C(=O)CCC2)C1c1ccc(N(C)C)cc1 (stereo unspecified) | -22 | .
CN(CCO)c1cnccn1 | 7 | 2

Single records, as listed above.
Shown for COCCNC(=S)N(CCc1c(C)[nH]c2ccc(F)cc12)Cc1cccs1 → PglD DTNB: .; ERAP1 HTS inh: -1; LGR2 inh: -2; PGC1a acetyl inh: .; EWS-Fli inh: -3; S100A4 MyoIIA: -3; FN deposition inh: -3; PAX8 inh HTS: 15
Shown for C[C@@H]1CCCCO[C@@H](CN(C)C(=O)Nc2ccc(F)cc2)[C@@H](C)CN([C@H](C)CO)C(=O)c2cc(NC(=O)CCCCCC(=O)Nc3ccccc3N)ccc2O1 → PglD DTNB: -1; ERAP1 HTS inh: -2; LGR2 inh: -9; PGC1a acetyl inh: 5; EWS-Fli inh: -5; S100A4 MyoIIA: -5; FN deposition inh: 6; PAX8 inh HTS: 9

Remaining list, next part:
SMILES	PglD DTNB	ERAP1 HTS inh	LGR2 inh	PGC1a acetyl inh	EWS-Fli inh	S100A4 MyoIIA	FN deposition inh	PAX8 inh HTS
COc1ccc(CNC(=O)N2CCN(S(=O)(=O)c3ccccc3)CC2)cc1	0	1	8	0	1	11	-2	-108
COc1ccc([N+](=O)[O-])cc1N(CC(=O)Nc1ccccc1C(=O)N1CCCC1)S(C)(=O)=O	.	-2	-34	0	1	5	0	1
Cc1ccc(OCC(=O)N(C)CC(=O)Nc2ccc(N3CCOCC3)cc2)cc1	2	1	6	.	-8	-1	-3	8
Cc1cc([N+](=O)[O-])nn1CCCC(=O)N1CCN(c2ccccc2)CC1	.	0	10	.	-10	-9	3	-13
O=C(C[C@@H]1C=C[C@H](NC(=O)c2ccc3c(c2)OCO3)[C@H](CO)O1)NCc1ccc(Cl)cc1	0	0	22	1	0	1	.	9
COCC(=O)Nc1ccc2c(c1)OC[C@@H](C)NC[C@H](C)[C@H](OC)CN(C)C2=O	-2	1	-12	.	8	2	5	-2
Cc1ccccc1C(=O)Nc1ccnn1C1CCN(C(=O)c2cnsn2)CC1	1	0	-5	6	.	0	-7	-4
COc1ccc(S(=O)(=O)N(C)C[C@H]2Oc3ccc(NS(=O)(=O)c4c(C)noc4C)cc3C(=O)N([C@H](C)CO)C[C@H]2C)cc1	0	1	13	0	1	0	5	0
CCC(=O)N(C)C[C@@H]1Oc2cc(C#CC3CC3)ccc2S(=O)(=O)N([C@H](C)CO)C[C@@H]1C	7	0	7	-13	12	-11	.	.
CC(=O)Nc1cccc(N(C(=O)C2COc3ccccc3O2)C(C(=O)NC2CCCCC2)c2cn(C)nc2C)c1 (stereo unspecified)	.	11	0	0	-1	-5	0	-4
CC1(C)Oc2ccc(C(=O)Nc3ccccc3F)cc2N(CC(=O)N2CCOCC2)C1=O	-7	-2	-17	.	.	-1	1	-25
CC/C(O)=C1\C(=O)CC(C)(C)CC1=NCCc1nc2ccccc2[nH]1	.	8	-1	-2	12	1	.	-3

Screening results: PubChem, Broad Institute
